Assay outcomes: PubChem BioAssay, several laboratories
LMP1 NFkB inh = Epstein-Barr LMP1 NF-kappaB reporter inhibition; AID 504558; inhibition, % at 12.5 µM; LMP1-induced NF-kappaB luciferase reporter cells, luminescence; actives 0.69% (n = 350,000); in the data active = inhibition above about 41%;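 also: 0% = neutral control wells and 100% = reference inhibitor control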
NCOA3 inh = inhibits human SRC3 coactivator; Q9Y6Q9; HEK293 GAL4-SRC3 luciferase reporter, luminescence; inhibition, % at 3.6 µM; actives 0.17% (n = 360,000); AID 588352;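 active = inhibition above a per-campaign cutoff, the mean of all compounds plus 3 SD, cut at about 60% in these data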;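 also: 0% = DMSO-treated cells and 100% = gossypol-treated cells at 36 µM; higher means less SRC3-driven luciferase light from the GAL4 reporter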
NCOA2 inhibitor = inhibits human steroid receptor coactivator 2. HEK293 GAL4-SRC2 luciferase reporter, luminescence. inhibition, % at 9 µM. actives 0.17% (n = 370,000);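 active = inhibition above the mean inhibition of all tested compounds plus 3 SD, set per campaign, cut at about 52% in these data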;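 also: 0% = DMSO treated cells and 100% = cells given Gossypol at 36 µM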
Target sequence (Q15596 whole entry, looked up, the tested form may be a part): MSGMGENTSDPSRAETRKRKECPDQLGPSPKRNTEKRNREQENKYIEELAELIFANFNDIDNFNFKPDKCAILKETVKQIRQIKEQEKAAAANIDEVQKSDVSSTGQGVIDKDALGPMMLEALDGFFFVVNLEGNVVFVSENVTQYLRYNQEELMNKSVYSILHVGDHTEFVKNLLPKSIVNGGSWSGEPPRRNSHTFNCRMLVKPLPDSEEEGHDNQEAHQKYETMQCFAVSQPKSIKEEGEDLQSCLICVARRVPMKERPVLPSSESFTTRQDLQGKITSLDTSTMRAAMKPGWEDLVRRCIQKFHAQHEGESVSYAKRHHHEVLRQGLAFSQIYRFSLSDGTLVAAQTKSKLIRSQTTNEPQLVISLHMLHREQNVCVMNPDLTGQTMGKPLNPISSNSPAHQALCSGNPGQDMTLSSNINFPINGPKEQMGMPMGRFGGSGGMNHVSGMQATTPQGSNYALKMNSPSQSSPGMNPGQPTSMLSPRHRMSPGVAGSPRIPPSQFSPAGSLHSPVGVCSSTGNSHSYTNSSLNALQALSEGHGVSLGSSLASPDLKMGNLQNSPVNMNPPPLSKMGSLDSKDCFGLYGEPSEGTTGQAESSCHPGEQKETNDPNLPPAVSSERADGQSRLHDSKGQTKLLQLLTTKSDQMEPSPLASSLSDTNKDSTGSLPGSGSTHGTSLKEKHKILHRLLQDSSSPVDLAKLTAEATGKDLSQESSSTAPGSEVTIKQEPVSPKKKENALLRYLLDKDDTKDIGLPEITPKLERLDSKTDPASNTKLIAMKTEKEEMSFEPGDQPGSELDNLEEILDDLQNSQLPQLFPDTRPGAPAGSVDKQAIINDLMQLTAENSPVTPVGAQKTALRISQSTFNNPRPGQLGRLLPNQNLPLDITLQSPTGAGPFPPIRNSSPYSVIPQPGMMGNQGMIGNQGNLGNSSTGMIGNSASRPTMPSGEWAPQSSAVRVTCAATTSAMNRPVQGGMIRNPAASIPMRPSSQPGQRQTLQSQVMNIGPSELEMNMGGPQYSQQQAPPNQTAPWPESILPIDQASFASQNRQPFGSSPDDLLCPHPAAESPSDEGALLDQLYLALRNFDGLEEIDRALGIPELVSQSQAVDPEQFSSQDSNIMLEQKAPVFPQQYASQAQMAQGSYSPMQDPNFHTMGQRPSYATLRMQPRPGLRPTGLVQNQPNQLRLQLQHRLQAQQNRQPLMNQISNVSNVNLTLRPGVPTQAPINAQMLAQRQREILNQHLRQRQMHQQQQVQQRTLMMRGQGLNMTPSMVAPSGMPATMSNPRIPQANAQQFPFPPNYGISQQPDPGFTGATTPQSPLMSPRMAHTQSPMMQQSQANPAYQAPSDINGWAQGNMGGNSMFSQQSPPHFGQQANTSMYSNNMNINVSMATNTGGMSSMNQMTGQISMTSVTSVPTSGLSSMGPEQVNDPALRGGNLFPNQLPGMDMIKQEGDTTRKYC
MC4R antag cAMP = blocks human MC4R cAMP signaling; P32245; inhibition, % at 6.5 µM; actives 0.48% (n = 360,000); MC4R-expressing cells, MTII-stimulated cAMP, LANCE TR-FRET;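 active = inhibition above its plate's cutoff, the mean of tested wells on that plate plus 3 SD, cut at about 29% in these data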;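 also: 0% = Melanotan II alone and 100% = Melanotan II plus saturating MCL0020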
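material = U2OS cells stably expressing human melanocortin 4 receptor (MC4R) | also added = Melanotan II challenge | dosing = single nominal compound dose of 6.5 µM | detection = TR-FRET with Eu-cAMP and labeled anti-cAMP, 671 nm | replication = singlicate | timing = compound 30 min, challenge 1 h, detection 1 h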
NOD2 RIPK2 PPI = blocks binding of human NOD2 to RIPK2; CHO BLA complementation NOD2-RIPK2, CCF4 ratio; actives 0.38% (n = 360,000); O43353; inhibition, % at 4.98 µM; in the data active = inhibition above about 21%;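 also: 0% = vehicle only and 100% = reference blocker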
NCOA1 inh = inhibitors of human steroid receptor coactivator 1 (SRC1) | actives 0.12% (n = 360,000) | HEK293 GAL4-SRC1 luciferase reporter, luminescence | inhibition, % at 3.6 µM | Q15788;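 active = inhibition above the campaign mean plus 3 SD, with each screening campaign given its own cutoff, cut at about 60% in these data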;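 also: 0% = DMSO treated cells and 100% = gossypol at 36 µM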
TLR9-MyD88 block = TLR9-MyD88 interaction inhibition. inhibition, % at 4.98 µM. actives 0.21% (n = 340,000). Q9NR96+Q99836. CHO BLA complementation TLR9-MyD88, CCF4 FRET ratio. AID 504734;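 active = inhibition above the mean over all tested compounds plus 3 SD, cut at about 21% in these data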;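 also: 0% = DMSO only wells and 100% = clavulanate BLA inhibitor control wells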
NR2F2 inh = blocks human COUP-TFII nuclear receptor | inhibition, % at 8.6 µM | HEK293T NGFI-A luciferase reporter, luminescence | actives 0.7% (n = 370,000) | P24468;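 active = inhibition above a per-plate cutoff, mean inhibition of test wells between control levels plus 3 SD, cut at about 38% in these data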;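 also: cells cotransfected with COUP-TFII expression vector driving the NGFI-A reporter; 0% = median of COUP-TF2 test wells and 100% = reporter-only cells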
ABHD5 PLIN5 PPI = blocks binding of human ABHD5 to perilipin-5. Q00G26+Q8WTS1. Split G. princeps luciferase complementation, luminescence, 4 h. inhibition, % at 4 µM. actives 0.78% (n = 360,000);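 active = inhibition above the mean inhibition across every tested compound plus 3 SD, cut at about 22% in these data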;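 also: 0% = DMSO only wells and the 100% control is not disclosed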
LRH-1 inv ag = inverse agonists of human LRH-1 (NR5A2); O00482; HEK293T StAR-luciferase reporter, LRH-1 transfected, 24 h; actives 0.13% (n = 360,000); inhibition, % at 3.6 µM;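 active = inhibition above the mean inhibition of all tested compounds plus 3 SD, cut at about 73% in these data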;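 also: 0% = DMSO wells and 100% = reporter-only cells lacking LRH-1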
MC4R barr agon = agonists of human melanocortin 4 receptor (MC4R) beta-arrestin; U2OS MC4R beta-arrestin complementation, luminescence; percent of melanotan II response, DMSO zero; actives 0.98% (n = 360,000); activation, % at 8.9 µM;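 active = activation above a per-plate cutoff, the mean activation of sample wells on that plate plus 3 SD, cut at about 8% in these data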
Numbers without * were called inactive; . = not tested or not shown.

SMILES	LMP1 NFkB inh	NCOA3 inh	NCOA2 inhibitor	MC4R antag cAMP	NOD2 RIPK2 PPI	NCOA1 inh	TLR9-MyD88 block	NR2F2 inh	ABHD5 PLIN5 PPI	LRH-1 inv ag	MC4R barr agon
CC(C)(C)n1nnnc1C(c1ccccc1F)N1CCN(C(=O)c2ccco2)CC1 (stereo unspecified)	-1	-35	-14	17	-8	2	-4	-17	-4	8	-0.5
O=C1c2ccccc2C(=O)N1CCCc1nc(-c2ccncc2)no1	8	3	10	3	-4	-4	-5	3	2	-1	-0.6
Cc1ccc(N=CC2=C(O)CC(c3cccc(Cl)c3)CC2=O)cc1 (stereo unspecified)	7	7	4	8	-5	2	4	-11	0	-1	-1.8
CNc1cncc(-c2ccccc2CO)n1	.	4	-7	3	-8	-3	.	7	-4	12	1.5
CC(C)(C)c1cc[n+](-c2[nH]c(=O)sc2/C=N/N=C(\[O-])c2ccccc2)cc1	6	5	-23	-19	-1	-7	1	-31	-8	-20	-3.7
Cc1ccc(C2/C(=C(/O)c3ccc4c(c3)CC(C)O4)C(=O)C(=O)N2CCCn2ccnc2)cc1 (stereo unspecified)	4	2	20	12	-7	-14	-2	-11	6	5	-0.7
Oc1cccc(/C=N/N(Cc2ccccc2)c2ccccc2)c1	25	10	0	1	-4	0	7	-2	-15	6	0.7
CCOC(=O)C1CCN(C(=O)COc2ccc(N(C)S(=O)(=O)c3ccc(C)cc3)cc2)CC1	6	5	-12	-6	-14	-11	0	0	4	6	-0.4
C/C(=N/NS(C)(=O)=O)c1ccc2ccccc2c1	2	-35	4	1	-2	4	-10	-7	1	-12	-0.3
COc1ccc(C(=O)O/N=C(\N)Cc2ccc(Cl)cc2Cl)cc1OC	-22	6	-22	9	-2	-8	2	-17	1	9	6.7
Cc1ccc(S(=O)(=O)NCc2cccnc2)c(C)c1	-16	4	-17	23	-1	-7	1	2	3	5	-0.5
COc1ccc(CCn2c(C)nc3ccccc3c2=O)cc1OC	-13	2	-29	7	-2	-5	-4	8	-3	-4	-1.8
CN(C)c1cccc2c(S(=O)(=O)Nc3ccccn3)cccc12	-19	4	1	12	4	13	4	-29	-3	0	0.1
O=C1NC(NS(=O)(=O)c2ccccc2)(C(F)(F)F)C(=O)N1Cc1cccnc1 (stereo unspecified)	-1	3	4	0	-7	6	-2	13	1	19	-0.9
CC(OC(=O)c1cccc(-n2cnnn2)c1)C(=O)Nc1ccc(F)cc1 (stereo unspecified)	10	12	25	3	-1	-2	1	27	-3	-1	-4.4
Cc1c(CCOC(=O)CC23CC4CC(CC(C)(C4)C2)C3)sc[n+]1CC(=O)c1ccccc1	6	-23	22	-4	-4	-7	-8	19	14	-29	9.8*
COc1ccc2[nH]c(-c3ccc(C)cc3)cc(=O)c2c1	43*	-79	.	-4	-12	-86	-9	.	4	-77	-1.1
O=[N+]([O-])c1ccc(N2CCN(c3ccc(O)cc3)CC2)c(Cl)c1	4	21	3	6	-5	-1	-16	-8	3	-8	2.3
Cc1nn(CC(=O)OCC(=O)NCCc2ccc(F)cc2)c(C)c1[N+](=O)[O-]	0	-10	-7	18	5	-11	-13	5	-2	3	-1.7
OC(CCN1CCCCC1)(c1ccccc1)C1C[C@@H]2C=C[C@H]1C2 (stereo partly specified)	-7	-9	-38	6	-8	-7	-8	-2	-6	-4	3.2
Cc1cccc(Nc2ncc3c(n2)CC(c2ccco2)CC3=O)c1 (stereo unspecified)	-2	-16	3	17	-6	-20	-6	-6	1	-43	2.5
CCCOc1cccc(C(=O)N/N=C/c2coc3ccccc3c2=O)c1	-8	3	0	-6	-7	-11	5	5	-5	-4	-5.2
O=C(NCc1ccccc1C(F)(F)F)C1CC(c2cccc(F)c2)=NO1 (stereo unspecified)	8	-8	-5	-4	9	-1	-7	-6	-3	-15	0.0
Cc1ccc(C)c(N(CC(=O)NCCSCc2ccco2)S(C)(=O)=O)c1	6	1	-19	-1	-6	-18	-1	0	8	6	-0.5
Cc1cccc(NC(=O)CSc2ncnc3nc[nH]c23)c1C	-1	16	7	-3	4	8	7	4	10	18	1.6
O=C(O)C1CCN(c2ccc([N+](=O)[O-])cc2[N+](=O)[O-])CC1	-2	4	-10	5	-10	6	-2	-5	4	6	0.1
O=C1C(=O)N(c2ccccc2)c2ccccc21	7	0	13	-26	10	-21	13	-29	-5	3	-1.3
OCCNCc1cccc(OCc2ccc(Cl)cc2)c1	-11	-6	-2	9	6	-9	2	-15	3	-39	-1.0
O=C(NNS(=O)(=O)c1ccc(F)cc1F)C1Cc2c(ccc3ccccc23)O1 (stereo unspecified)	9	12	8	0	8	5	-17	15	1	15	2.5
CCCNC(=S)Nc1ccc(S(N)(=O)=O)cc1	-20	13	-22	4	-7	0	.	2	2	4	1.5
CN(C(=O)c1cc2nc(-c3ccco3)cc(C(F)(F)F)n2n1)C1CCCCC1	-23	0	-21	-5	-1	-6	1	0	4	16	2.0
Cc1cc(C)c(OCCCNCc2ccccc2)c(Br)c1	1	11	-3	-7	-9	6	-10	-2	6	-6	5.7
COCC1CCN(Cc2cn[nH]c2-c2cc(OC)c(OC)c(OC)c2)CC1	4	1	8	3	0	-63	6	-22	7	10	0.4
O=C(N/N=C/c1ccc(C(=O)O)cc1)C(=O)N1CCCCCC1	5	11	-14	-6	4	6	5	16	1	-8	-2.6
CCOc1ccc(N(C(=O)CNC(=O)c2ccco2)C(C(=O)NC2CCCC2)c2cccnc2)cc1 (stereo unspecified)	-4	1	-7	3	-7	9	-5	-6	10	1	0.2
COc1nc(NCC(C)C)nc(Oc2ccc(OCc3ccccc3)nn2)n1	-17	-26	22	6	-9	12	-4	-21	8	-18	-0.5
CSC[C@@H]1NC(=S)N(c2ccc(C)cc2)C1=O	-18	18	18	8	4	13	-14	2	9	2	2.7
CC(C)OC(=O)N(C)C[C@H]1OCc2cn(nn2)CCCC(=O)N([C@H](C)CO)C[C@@H]1C	3	1	1	-8	-3	3	-9	12	3	-32	1.3
Cn1cc(C(=O)N2CCc3ccccc32)cn1	2	-5	-14	18	-8	-45	-10	-4	5	-26	1.1
COCCCNC(=S)N(Cc1ccccc1)Cc1ccc(F)cc1	-6	-22	-22	7	-11	6	3	1	2	-4	-2.0
COCCCNC(=O)CN(c1cccc(Cl)c1)S(C)(=O)=O	-12	10	-36	6	4	4	-4	10	-1	12	2.0
Fc1ccc(CSc2nncn2NCc2ccc3c(c2)OCO3)cc1	4	-30	-11	8	-5	3	8	-1	-2	8	1.4
CCC(CC)C(=O)OCC(=O)Nc1ccc(S(=O)(=O)N2CCOCC2)cc1OC	-4	3	-5	-3	1	-15	-1	-17	0	-33	1.5
COCCCNC(=O)C1CCN(c2nc(C)cc(C)n2)CC1	-4	2	-7	4	-5	9	-1	9	1	-17	-2.1
O=C(Nc1nc2c(Cl)cccc2s1)c1ccc(Br)o1	-6	-16	-16	14	-14	-16	-4	0	-2	-16	-0.2
CCCC(=O)Nc1cc(=O)[nH]c2ncnn12	-8	-12	3	7	-7	-13	-2	-2	1	-5	-2.2
CSc1sc(C(=O)NN)c2c1C(O)CCC2 (stereo unspecified)	2	3	-5	0	-4	2	2	-11	-2	9	-0.6
COc1ccc(OC)c(C(C[N+](=O)[O-])c2c(C)cc3ccccn23)c1 (stereo unspecified)	-1	15	30	-5	7	-29	2	13	15	13	0.5
O=C(O)c1cccc(Cl)n1	-3	17	-15	3	2	14	10	-14	3	9	-0.1
O=C(NC(=O)N1CCOCC1)c1ccccc1	15	-8	-6	3	-1	-37	2	-14	-1	-8	-3.1
Nn1c(SCc2nc3ccccc3[nH]2)nnc1-c1cccnc1	-3	-9	3	-8	-9	-1	5	-17	2	-5	-1.5
O=C(NN1C(=O)/C(=C/C=C/c2ccco2)SC1=S)c1ccccc1O	-20	-9	-12	9	3	8	0	-15	12	4	-1.1
COc1cc(C(=S)N2CCCC2)ccc1OCc1ccccc1	-19	-36	-33	12	-2	-39	-2	-5	2	-34	-0.7
COc1ccc(/C=N/N2CCN(c3ccccc3OC)CC2)cc1OC	7	-13	-7	5	-8	-23	-7	-2	-4	-20	0.9
Cc1cc(C)c(S(=O)(=O)N2C=CC(C(F)(F)F)=NCC2)c(C)c1	-8	17	-13	1	-5	-26	5	-6	1	-6	-0.1
CSc1nnc(C)c(=O)n1COC(=O)c1ccccc1	-7	10	-12	17	-9	-84	-3	4	-1	-8	-0.5
Cc1cc(OCCN2CCOCC2)nc2ccccc12	1	-8	-14	-3	-7	3	3	-11	1	7	-2.2
COc1cc(NC(=O)COC(=O)c2n[nH]c3ccccc23)c(C)cc1[N+](=O)[O-]	-1	19	-4	0	3	3	-8	1	4	24	-1.4
Cc1ccc(-c2cc(-c3ccc(C)o3)nc(N)c2C#N)cc1	7	1	-5	1	-8	4	3	4	10	-2	0.5
S=c1nc2c(n[nH]1)c1ccccc1n2CCc1ccccc1	2	-66	13	3	-9	-1	-3	3	-3	-48	0.7
Further results follow.
SMILES	LMP1 NFkB inh	NCOA3 inh	NCOA2 inhibitor	MC4R antag cAMP	NOD2 RIPK2 PPI	NCOA1 inh	TLR9-MyD88 block	NR2F2 inh	ABHD5 PLIN5 PPI	LRH-1 inv ag	MC4R barr agon
CC(=O)N(Cc1ccc(F)cc1)c1cccc(C)c1C	4	9	4	13	-11	-6	-5	-7	6	8	0.5
COc1ccc(C(=O)NC2CCN(S(=O)(=O)Cc3ccccc3)CC2)c(OC)c1	-1	-10	2	9	-5	-8	1	-13	-1	11	-2.2
CCOc1ccccc1NC(=O)Cn1c(C)cc(COC)c(C#N)c1=O	-1	-2	2	8	2	-19	-5	-6	0	-3	3.9
O=C(OCc1nc2ccsc2c(=O)[nH]1)c1ccco1	-1	-5	16	-2	-4	-9	-7	-8	1	18	-1.8
COc1ccccc1C(OC(=O)c1ccco1)C(=O)NC(C)(C)C (stereo unspecified)	0	-7	2	3	-12	-17	5	10	0	5	-1.0
Cc1ccc(S(=O)(=O)N/N=C\c2ccc([N+](=O)[O-])o2)cc1C	-7	13	1	2	5	5	-9	11	1	11	-3.8
O=C(Nc1ccc2c(c1)CN(Cc1ccco1)CC2)C1CCCO1 (stereo unspecified)	6	-3	2	10	-2	-6	11	-8	-5	-1	-1.3

Sorted by heavy-atom count (high to low): 3 of the compounds above.
SMILES	LMP1 NFkB inh	NCOA3 inh	NCOA2 inhibitor	MC4R antag cAMP	NOD2 RIPK2 PPI	NCOA1 inh	TLR9-MyD88 block	NR2F2 inh	ABHD5 PLIN5 PPI	LRH-1 inv ag	MC4R barr agon
CCOc1ccccc1NC(=O)Cn1c(C)cc(COC)c(C#N)c1=O	-1	-2	2	8	2	-19	-5	-6	0	-3	3.9
CC(=O)N(Cc1ccc(F)cc1)c1cccc(C)c1C	4	9	4	13	-11	-6	-5	-7	6	8	0.5
O=C(OCc1nc2ccsc2c(=O)[nH]1)c1ccco1	-1	-5	16	-2	-4	-9	-7	-8	1	18	-1.8

These rows are one share of the data; rates above refer to the full screens.
